Compound activity deposited in PubChem by several laboratories.
Furin inh = blocks human furin protease activity; inhibition, % at 30 µM; 0.061% of 220,000 active; purified furin, fluorogenic substrate cleavage; in the data active = inhibition above about 25%; also: inactives centre near -15
p47phox inh = blocks human p47phox regulatory protein of NADPH oxidases; P14598; p47phox/p22phox peptide binding, fluorescence polarization, 2 h; inhibition, % at 24.7 µM; 0.53% of 220,000 active;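 active = inhibition above about 30%, limit read from the data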;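 also: 0% = p47phox with labelled peptide and 100% = labelled peptide alone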
Runt-CBFb FRET = inhibitors of human RUNX1 Runt domain binding to CBFb | Q01196+Q13951 | Cerulean-Runt/Venus-CBFb FRET ratio 530/480, 1 h | inhibition, % at 20 µM | 0.46% of 220,000 active;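 active = inhibition over about 50% at 20 µM in the single-dose screen, limit read from the data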;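 also: 0% = DMSO wells and 100% = excess unlabeled CBFb competitor control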
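System: Cerulean-labeled Runt domain protein | Quantity: 100 nM of each labeled protein | Schedule: 1 h compound exposure, room temperature | Detection: Fluorescence energy transfer, 422 nm excitation, 530/480 nm emission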
EBV gp42 inh = inhibitors of Epstein-Barr virus glycoprotein 42; Fluorescence polarization binding assay, mP read-out; inhibition, % (tested at 21.74 µM); Q1HVG2; 0.42% of 220,000 active; in the data active = inhibition above about 50%
p97 inhibitor = human p97 ATPase inhibition. P55072. recombinant p97 ATPase, Kinase-Glo ATP luminescence, 3 h. inhibition, % at 8 µM. 0.42% of 220,000 active. AID 1481; in the data active = inhibition above about 15%;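 also: 0% = DMSO vehicle and 100% = wells lacking enzyme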
Target sequence (P55072 whole entry, looked up): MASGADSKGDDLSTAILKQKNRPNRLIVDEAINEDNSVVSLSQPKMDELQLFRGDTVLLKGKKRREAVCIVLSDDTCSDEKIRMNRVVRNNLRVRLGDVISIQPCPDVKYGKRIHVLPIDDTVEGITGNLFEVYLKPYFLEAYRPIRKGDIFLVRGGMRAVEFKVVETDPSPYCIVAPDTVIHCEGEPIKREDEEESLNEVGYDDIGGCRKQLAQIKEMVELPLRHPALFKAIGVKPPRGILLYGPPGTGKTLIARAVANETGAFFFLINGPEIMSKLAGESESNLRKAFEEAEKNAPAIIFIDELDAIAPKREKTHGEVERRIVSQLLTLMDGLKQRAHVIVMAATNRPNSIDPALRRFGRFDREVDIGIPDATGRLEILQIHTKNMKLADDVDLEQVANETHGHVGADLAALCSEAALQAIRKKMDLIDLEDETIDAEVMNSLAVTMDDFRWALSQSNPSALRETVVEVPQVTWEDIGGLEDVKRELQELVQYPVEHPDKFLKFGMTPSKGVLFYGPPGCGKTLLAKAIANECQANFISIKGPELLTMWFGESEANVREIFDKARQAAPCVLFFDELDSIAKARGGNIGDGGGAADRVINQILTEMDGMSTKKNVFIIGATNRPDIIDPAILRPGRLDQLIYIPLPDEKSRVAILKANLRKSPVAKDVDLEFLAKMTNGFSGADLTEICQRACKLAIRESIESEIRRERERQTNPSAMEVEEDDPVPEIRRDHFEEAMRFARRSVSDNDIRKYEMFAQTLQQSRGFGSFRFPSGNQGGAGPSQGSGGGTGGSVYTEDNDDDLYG
Tb hexokinase = blocks Trypanosoma brucei hexokinase 1 activity; recombinant TbHK1, G6PDH-coupled NADH A340; inhibition, % at 10 µM; 0.11% of 220,000 active;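 active = inhibition of 50% or more in the single-dose primary screen; inactive = inhibition below 50%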
Calpain2 inh = inhibitors of pig calpain II; 0.37% of 220,000 active; AID 1236; inhibition, % at 16 µM; purified calpain II, fluorogenic peptide substrate, 30 min;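 active = inhibition above about 50%, limit read from the data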
Runt-SMMHC FRET = inhibitors of human RUNX1 Runt domain binding to CBFb-SMMHC; inhibition, % at 20 µM; 0.74% of 220,000 active; Q01196+Q13951; Cerulean-Runt/Venus-CBFb-SMMHC FRET ratio 530/480, 1 h;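 active = mean inhibition across duplicate retests at 20 µM reaching about 50%, limit read from the data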;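 also: 0% = DMSO wells and 100% = wells with excess untagged CBFb-SMMHC; inhibitors lower the FRET ratio by blocking Runt binding to CBFb-SMMHC; some results filed as inactive read as strong as hits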
RBBP9 inhibitor = blocks human serine hydrolase RBBP9 | inhibition, % at 7.94 µM | recombinant RBBP9, FP-Rh probe fluorescence polarization | 0.2% of 220,000 active | O75884;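 active = inhibition above the campaign mean of all tested compounds plus 3 SD, cut at about 14% in these data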;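 also: plate controls were DMSO wells with RBBP9 for no effect and wells lacking RBBP9 protein for full effect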
Target sequence (O75884 whole entry, looked up): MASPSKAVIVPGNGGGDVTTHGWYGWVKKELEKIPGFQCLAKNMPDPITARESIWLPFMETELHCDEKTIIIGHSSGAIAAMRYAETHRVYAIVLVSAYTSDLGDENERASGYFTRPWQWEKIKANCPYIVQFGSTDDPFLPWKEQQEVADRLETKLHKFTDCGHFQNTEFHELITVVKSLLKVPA
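system = RBBP9 protein | input = RBBP9 at 2.5 µM in dispensed solution, before mixing | measured by = fluorescence polarization (mP), excitation 525 nm, emission 598 nm | incubation = enzyme-compound preincubation 30 min, then probe labeling 45 min, 25 °C | buffer or medium = Tris-NaCl-Pluronic buffer, pH 8.0 | compound = single dose 7.94 µM | also added = FP-Rh probe, 375 nM dispensing solution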
Starred values were filed as active, the others as inactive; i = inactive; . = no result given; [ ] = another dose, or the depositor's remark.

SMILES	Furin inh	p47phox inh	Runt-CBFb FRET	EBV gp42 inh	p97 inhibitor	Tb hexokinase	Calpain2 inh	Runt-SMMHC FRET	RBBP9 inhibitor
COc1ccc(-c2c3c(nc4sc(C(=O)Nc5cc(C)on5)c(N)c24)CCC3)cc1	-11[20 µM]	-15	10	-29	2	-12	-158	7	-6
CCOC(=O)c1nc2sc(C)c(C)c2c(=O)[nH]1	-84	-5	-2	-8	9	-20	i	5	-4
Cc1occc1C(=O)N/N=C/c1ccc(Br)s1	-10	.	-1	-7	-4	-42	28	-1	-2
COc1cc2c(cc1NC(=O)CSc1ccccn1)oc1ccccc12	-18	-17	1	-1	1	-7	14	-3	-5
Cc1c(CCC(=O)O)c(=O)n2c([nH]c3ccccc32)c1C#N	-16[20 µM]	-7	7	-1	3	-23	i	3	1
C#CCn1c(=NC(=O)CN2C(=O)CCC2=O)sc2cccc(C)c21	-18	-11	1	5	-2	1	1	-5	-5
Cc1cc(/C=C(/C#N)C(=O)Nc2ccc(Cl)cc2)c(C)n1-c1cccnc1	-7	-20	2	-9	6	34	-113	0	-5
Cc1ccc2c(CSc3nc4nc(C)cc(C)n4n3)cc(=O)oc2c1	-4[20 µM]	-5	-3	-2	-8	-4	-10	1	-12
c1ccc2oc(-c3ccc(Nc4nc(N5CCCC5)nc(N5CCOCC5)n4)cc3)nc2c1	-44	-14	3	2	-1	-34	-146	-2	-13
Cc1ccc(N2CC(C(=O)Nc3cc(C)ccc3F)CC2=O)cc1 (stereo not drawn)	-15	-9	1	-50	-2	-9	-5	3	-9
CCCCCCCCCOC1OC(CO)C(O)C(O)C1NC(C)=O (stereo not drawn)	-15	-12	1	-10	2	22	-1	2	-5
CC(=O)Nc1ccc(NC(=O)CCc2nc3ccccc3c(=O)[nH]2)cc1	-32	.	-2	-16	2	1	-5	0	3
N=c1n(Cc2ccccc2)c2ccccc2n1CC(O)COc1ccc(Cl)cc1Cl (stereo not drawn)	-7	48*	.	-4	6	26	52*	.	-2
O=C(c1ccccc1NS(=O)(=O)c1cccs1)N1CCOCC1	-33[20 µM]	-16	-1	-2	4	4	-14	5	2
Cc1cccc(C)c1NC(=O)C(=O)NCCCN1CCOCC1	-2	5	-2	-18	4	-1	-18	1	0
COc1ccc(OCC(=O)Nn2c(-c3ccc(OC)cc3)nc3ccccc3c2=O)cc1	-10	-3	-5	-1	-5	-6	29	-6	-11
CCCOc1cc(C)c(S(=O)(=O)N2CCOCC2)cc1C	-13	3	-4	12	1	37	-6	-3	-13
COc1ccc(CNC(=O)C2CCCN2S(=O)(=O)c2ccccc2)cc1 (stereo not drawn)	-21	-3	-1	-15	-1	4	-40	0	-6
CC(=O)C1=NN(c2ccccc2)C(c2cccs2)N1c1ccccc1 (stereo not drawn)	-11[20 µM]	-8	2	-2	2	-2	-7	-2	-3
Cc1ccc(C(=O)N2CC(C(=O)O)C2)cc1	-22	6	-1	1	1	-2	-7	-2	4

Already shown: entries from further up.
SMILES	Furin inh	p47phox inh	Runt-CBFb FRET	EBV gp42 inh	p97 inhibitor	Tb hexokinase	Calpain2 inh	Runt-SMMHC FRET	RBBP9 inhibitor
CC(=O)C1=NN(c2ccccc2)C(c2cccs2)N1c1ccccc1 (stereo not drawn)	-11[20 µM]	-8	2	-2	2	-2	-7	-2	-3
Cc1ccc(C(=O)N2CC(C(=O)O)C2)cc1	-22	6	-1	1	1	-2	-7	-2	4

New compounds follow:
SMILES	Furin inh	p47phox inh	Runt-CBFb FRET	EBV gp42 inh	p97 inhibitor	Tb hexokinase	Calpain2 inh	Runt-SMMHC FRET	RBBP9 inhibitor
CCN(CC)S(=O)(=O)c1ccc(C(=O)Nc2cccc(C)c2)cc1	-7[20 µM]	-10	0	-1	-1	3	-7	3	3
Cc1cc(-c2c(C)[nH]n(-c3ccc(Cl)cc3)c2=O)n[nH]1	-16	-9	-2	1	-1	-4	-7	-4	-10
O=C(c1ccccc1Cl)N1CCC(c2nc3c(nnn3Cc3ccco3)c(=O)[nH]2)CC1	-19	-6	-2	3	-1	-5	-3	-9	-12
COc1cc(/C=C(\C#N)C(=O)NCc2cccs2)ccc1O	-3	-13	23	-12	6	-5	11	58*	-2
CC(C)CNC(=S)NC(=O)c1csc([N+](=O)[O-])c1	-18	-9	8	-3	-8	3	23	-1	-4
CN(Cc1ccccc1)C(=C(Cl)Cl)/C(=C1/NCCN1C)[N+](=O)[O-]	-15	-3	1	14	-1	-4	15	4	-9
COCCNC(=S)NC1CC2CCC(C1)N2Cc1ccccc1 (stereo not drawn)	-8	.	0	0	0	6	11	-5	6
CCc1cc2c(SCC(=O)c3ccccc3)ncnc2s1	-12[20 µM]	-7	-4	3	-6	3	18	18	-11
O=C(Nc1ccccc1)NC1(C(=O)N2CCN(c3ncccn3)CC2)CCCCC1	-7	-8	0	-7	5	-1	-14	-1	3
COc1ccc(C(=O)CSc2nc3[nH]ncc3c(=O)[nH]2)cc1	-20	-3	0	-9	2	-1	-2	10	1
Cc1cc(=O)oc2cc(OCC(=O)N3CCN(C(=O)c4ccco4)CC3)ccc12	-23	7	-1	-12	-2	-15	-42	-2	-9
Cc1ccc(-n2c(SCC(=O)Nc3cc(C)on3)nc3ccccc3c2=O)cc1	-6[20 µM]	2	-1	-12	1	-12	19	-3	-9
CCOc1ccc(NCc2ccccc2OCc2cccc(F)c2)cc1	-24	-9	-2	-11	1	2	13	1	-4
c1ccc(CCn2nnnc2CN2CCc3ccccc32)cc1	-15	1	-3	-16	-1	-18	-2	1	7
C#Cc1cccc(NC(=O)C2CCN(C(C)=O)CC2)c1	-23	-7	0	2	6	-2	0	2	0
COc1ccc(CCNC(=O)CCn2c(=O)oc3ccccc32)cc1	-30	-3	1	-27	12	-1	7	-2	-8
Cc1cc2nc(CS)[nH]c2cc1C	-20	-4	15	-16	7	-14	-35	2	-8
COC(=O)c1ccccc1NC(=S)N1CCN(c2ccc(OC)cc2)CC1	-15	3	0	13	1	-4	31	-5	2
Cc1nccnc1Sc1ccccc1	-14	-5	1	1	-5	-8	-15	-1	-6
COc1ccc(-n2cc(-c3ccc(OC)c(OC)c3)[nH]c2=S)cc1	-13	-10	-16	-16	3	-7	-14	32	14
CCOC(=O)c1sc(NC(=S)NC(=O)c2ccccc2)c(C(=O)OCC)c1C	4	29	2	-29	2	-16	-3	-4	6
Cc1nc(Nc2ccc(Cl)c(Cl)c2)sc1C(=O)Nc1ccccc1	-20	-55	7	0	-2	-7	18	-11	-16
Cc1ccc(S(=O)(=O)Oc2ccccc2/C=N/N=C(N)N)cc1	-23	-9	1	-3	2	4	27	3	-6
S=c1[nH]nc(C2CCCCC2)n1Cc1ccccc1	-27	-5	4	-13	4	-2	-24	5	-7
COc1ccc2c(c1)oc(=O)c1cc(OC)ccc12	-50	-4	1	-13	3	-9	-249	1	5
COc1cc(OC)c(N(C)S(=O)(=O)c2cccc(C(=O)OCC(=O)c3c[nH]c4ccccc34)c2)cc1Cl	-15	-54	-2	-17	-6	-3	-5	2	-15
Cc1[nH]c2ccccc2c1/C=C/c1nc2ccccc2c(=O)n1CCO	-8	-20	-45	2	3	-21	-33	-10	-6
O=C(Nc1nc(-c2ccccc2)cs1)c1ccco1	-3	-15	4	14	-3	-15	33	-2	-15
O=c1nccc(NCc2ccco2)[nH]1	-10	-6	-1	-12	1	-1	-10	-3	-5
O=C(NNc1cccc(Cl)n1)c1cccnc1Cl	-22	2	-1	-15	7	-10	16	-2	5

Five structures already listed, arranged by number of heavy atoms, largest number first:
SMILES	Furin inh	p47phox inh	Runt-CBFb FRET	EBV gp42 inh	p97 inhibitor	Tb hexokinase	Calpain2 inh	Runt-SMMHC FRET	RBBP9 inhibitor
COc1ccc(OCC(=O)Nn2c(-c3ccc(OC)cc3)nc3ccccc3c2=O)cc1	-10	-3	-5	-1	-5	-6	29	-6	-11
O=C(c1ccccc1Cl)N1CCC(c2nc3c(nnn3Cc3ccco3)c(=O)[nH]2)CC1	-19	-6	-2	3	-1	-5	-3	-9	-12
COc1ccc(C(=O)CSc2nc3[nH]ncc3c(=O)[nH]2)cc1	-20	-3	0	-9	2	-1	-2	10	1
COc1ccc2c(c1)oc(=O)c1cc(OC)ccc12	-50	-4	1	-13	3	-9	-249	1	5
Cc1ccc(C(=O)N2CC(C(=O)O)C2)cc1	-22	6	-1	1	1	-2	-7	-2	4

Next section.
SMILES	Furin inh	p47phox inh	Runt-CBFb FRET	EBV gp42 inh	p97 inhibitor	Tb hexokinase	Calpain2 inh	Runt-SMMHC FRET	RBBP9 inhibitor
NNC(=O)c1cc(-c2ccc(N)cc2)nc2ccc(Br)cc12	10	-11	-12	-11	8	-36	12	-18	15*
O=C(c1ccco1)N1CCN(S(=O)(=O)c2ccc(S(=O)(=O)NC3CCCCC3)cc2)CC1	-20	-6	-2	-5	-1	-7	4	2	-3
C/[N+]([O-])=C\C1C(=O)CC(C)(C)CC1=O	-18	-24	-2	-22	5	-2	22	-2	7
Cc1[nH]c2ccccc2c1C(=O)COC(=O)c1ccc[n+]([O-])c1	-8	0	0	-15	10	-18	3	-3	16*
Cc1cc2nsnc2c(S(=O)(=O)NCC(=O)O)c1C	-26	.	-1	.	1	-22	.	2	-4
NC(=O)CC(NC(=O)Cc1cccc2ccccc12)c1ccc(NCc2cc(F)ccc2F)c([N+](=O)[O-])c1 (stereo not drawn)	-25	-6	-5	-17	.	2	-16	-7	.
CC(NS(=O)(=O)c1ccccc1)C(=O)NCCc1ccccn1 (stereo not drawn)	-17	-8	1	-14	3	-3	15	-1	-1
O=C(Cn1cnnn1)Nc1cccc([N+](=O)[O-])c1	-17	-15	-3	-3	0	-1	-7	0	0
Cc1cccc(NC(=O)c2sc(Cl)nc2-c2ccccc2)c1	-10[20 µM]	-7	1	-10	0	-2	6	-6	-4
COc1ccc(C(=O)OCC[N+]2(C)CCCCC2)cc1	-22	8	0	-45	1	9	21	6	-9
O=C(Nc1n[nH]c(C(F)(F)F)n1)c1cccs1	-14	2	0	-1	-3	-11	-3	-1	3
CCCCNC(=O)N(CC)c1c(N)n(Cc2ccccc2)c(=O)[nH]c1=O	-22	1	2	-5	2	-2	-13	-1	1
Cc1cccc(C)c1NC(=S)N1CCCN(Cc2ccc(F)cc2)C1	-32	0	0	-12	3	1	-33	-3	0
CCOC(=O)C1CCN(CC(=O)c2c(C)[nH]c3cc(C)ccc23)CC1	-17	-7	-2	-7	5	-1	-7	1	-3
CCCCNc1nc2ccccc2n1CC(=O)Nc1c(C)cccc1CC	-21	1	-2	-6	0	-3	0	0	-6
C=CCN1C(=O)C(Cc2ccccc2Cl)SC1=Nc1ccc(C(=O)O)cc1 (stereo not drawn)	-11	-4	1	-7	-1	-9	5	-1	-1
COC(C(=O)N/N=C(\C)CC(=O)Nc1ccc(N(C)C)cc1)c1ccccc1 (stereo not drawn)	-25	0	4	1	4	-5	-20	-3	3
O=c1[nH]c(/C(Cl)=C/c2c(F)cccc2Cl)nc2cc(Cl)ccc12	14	-26	-1	-22	28*	13	-1	4	-11
Cc1ccc(NC(=O)N2CCC(NC(=O)c3ccccc3C)CC2)cc1	-2	4	-1	-31	6	-8	4	2	-2
O=C(CSc1c2c(nc3ccc(Cl)cc13)CCCC2)NCCCN1CCOCC1	-12	-3	0	-8	0	-9	-4	-2	11
CC1(C)C2CCC(C2)C1(C)NC(=O)CNCC1CCCCC1 (stereo not drawn)	-33	2	-1	-5	-5	7	22	0	-8
Cc1cc(C)nc(NC(N)=S)n1	-23	-12	1	-6	4	-6	-6	-1	0
COc1cccc(COCCN2CCN(S(=O)(=O)c3ccc(C)cc3)CCC2=O)c1	-17	-3	-2	-13	-1	2	-10	2	-5
Cc1ccc(-c2cc(C)nc3nc(N)nn23)cc1	-17[20 µM]	-10	1	-6	1	-15	i	-2	7
CC(=O)C1=C(C)OC(N)=C(C#N)C1c1cccc([N+](=O)[O-])c1 (stereo not drawn)	-5	1	1	-13	5	-13	-5	-7	-1
